# STAT3 activator = IL-6 driven STAT3 reporter potentiators, primary screen, U3A cells, luciferase, luminescence, MLSCN library; IL-6 STAT3-luciferase reporter; 100% = signal with IL-6 EC80 alone; activation (% of control), % at 5.6 µM; hit rate 0.91% among 190,000; AID 871, 2007;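 active = activation above the screen-wide mean of compound activation plus 3 SD, cut at about 130% in these data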;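 also: 0% = background luminescence of wells with medium and substrate only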
#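 Assay system – human STAT1-deficient U3A cells with stable STAT3-luciferase reporter · Also added – IL-6 (33 ng/mL) · Schedule – compound 1 h, then IL-6 6 h at 37 °C · Technique – reporter luminescence signal · Evaluation – % activation versus median of IL-6-stimulated wells · Benchmarks – IL-6-only wells as 100% reference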
# TLR4 MyD88 comp = inhibitors of TLR4-MyD88 association in cells, primary screen, cell-based, HeLa CL3-4, BLA complementation, FRET ratio. Toll-like receptor 4 (Homo sapiens) + Myeloid differentiation primary response protein …. HeLa CL3-4 TLR4/MyD88 BLA complementation. inhibition, % at 8.4 µM. hit rate 0.18% among 200,000. AID 861, 2007; in the data active = inhibition above about 25%;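 also: 0% = vehicle and 100% = reference inhibitor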
# Target sequence (O00206 whole entry, looked up): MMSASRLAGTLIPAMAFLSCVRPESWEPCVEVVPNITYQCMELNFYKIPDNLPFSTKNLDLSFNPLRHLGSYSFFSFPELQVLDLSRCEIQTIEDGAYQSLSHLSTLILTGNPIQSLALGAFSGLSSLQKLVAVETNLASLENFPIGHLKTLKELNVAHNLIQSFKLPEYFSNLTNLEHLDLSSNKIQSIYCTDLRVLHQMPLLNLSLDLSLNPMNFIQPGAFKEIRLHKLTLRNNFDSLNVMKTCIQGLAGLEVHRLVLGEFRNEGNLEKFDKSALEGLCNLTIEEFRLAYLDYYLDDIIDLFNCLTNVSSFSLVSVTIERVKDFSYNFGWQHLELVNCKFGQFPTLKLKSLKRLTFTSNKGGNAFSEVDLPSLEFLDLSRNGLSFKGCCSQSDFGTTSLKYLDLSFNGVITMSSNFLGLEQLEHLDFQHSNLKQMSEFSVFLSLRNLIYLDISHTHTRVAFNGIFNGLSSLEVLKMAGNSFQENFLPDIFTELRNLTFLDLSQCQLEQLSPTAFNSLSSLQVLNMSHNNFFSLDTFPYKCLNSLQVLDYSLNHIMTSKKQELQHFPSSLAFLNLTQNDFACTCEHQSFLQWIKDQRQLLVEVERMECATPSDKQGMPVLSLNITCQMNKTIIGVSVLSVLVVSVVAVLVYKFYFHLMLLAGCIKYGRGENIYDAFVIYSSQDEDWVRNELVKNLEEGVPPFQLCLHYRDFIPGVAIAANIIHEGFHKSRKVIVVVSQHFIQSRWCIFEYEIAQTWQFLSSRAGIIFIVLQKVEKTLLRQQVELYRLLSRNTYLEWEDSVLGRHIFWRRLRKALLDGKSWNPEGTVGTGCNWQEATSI
# Target sequence (Q99836 whole entry, looked up): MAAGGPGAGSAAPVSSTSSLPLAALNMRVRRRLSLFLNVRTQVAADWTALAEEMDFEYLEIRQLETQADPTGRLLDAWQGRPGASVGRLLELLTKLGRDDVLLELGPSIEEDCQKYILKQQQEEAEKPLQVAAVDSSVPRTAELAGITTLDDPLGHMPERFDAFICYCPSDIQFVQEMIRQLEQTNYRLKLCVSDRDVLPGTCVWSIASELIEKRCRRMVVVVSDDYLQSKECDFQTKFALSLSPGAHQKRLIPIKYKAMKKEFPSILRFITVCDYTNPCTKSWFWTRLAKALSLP
# Diaphorase inh = diaphorase inhibitors and chemical oxidizers, primary screen, counter-screen for diaphorase-coupled primary assays, biochemical, uHTS, resorufin fluorescence; diaphorase resazurin-to-resorufin fluorescence, NADH, 16 min; bacterial (C. kluyveri) enzyme, not human; inhibition, % at 20 µM; hit rate 0.69% among 190,000;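 active = primary screen inhibition at 20 µM above a set limit, cut at about 50% in these data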;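 also: plate controls were DMSO with full reaction for no effect and wells lacking NADH for full effect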
#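 Detection: fluorescence of resorufin formed from resazurin, Ex 544/Em 590 nm; test system: Clostridium kluyveri diaphorase enzyme; amount: 0.14 U/mL diaphorase, enzyme working solution; times: 16-min room-temperature incubation before reading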
# STAT1 blocker = STAT1 signaling inhibitors, primary screen, cell-based, HTS, luciferase reporter; inhibition, % at 5.5 µM; NIH 3T3 STAT1-luciferase reporter, IFN-gamma, luminescence; hit rate 0.35% among 200,000;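 active = inhibition above a set limit, the mean inhibition across all tested compounds plus 3 SD, cut at about 34% in these data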;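 also: 0% = IFN-gamma with DMSO and 100% = IFN-gamma with 300 µM nifuroxazide; values of inactives mirror those of a sister screen read the other way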
# Hsp70 activator = Hsp70 transcriptional activators, primary screen, cell-based, HeLa, Hsp70 promoter luciferase, luminescence, 10 µM | HeLa Hsp70 promoter luciferase reporter; scaled: vehicle 0, proteasome-inhibitor control 100% | activation, % at 10 µM | hit rate 0.04% among 200,000 | AID 1203, 2008;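 active = activation above the mean across all tested compounds plus 3 SD, cutoff set per campaign, cut at about 5.5% in these data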;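 also: 100% = MG132 at 30 µM as the positive control and 0% = DMSO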
# STAT1 act = STAT1 signaling activators, primary screen, cell-based, HTS, luciferase reporter. NIH 3T3 STAT1-luciferase reporter, IFN-gamma, luminescence; 100% = IFN-gamma alone, no compound. hit rate 2.6% among 200,000. activation (% of control), % at 5.5 µM;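 active = activation above the screen-wide mean activation plus 3 SD, cut at about 130% in these data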;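 also: raw ratio to IFN-gamma control signal so 100% means no change and 0% no light; values of inactives mirror those of a sister screen read the other way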
# APP 5UTR inh = inhibitors of APP translation via 5'UTR reporter, primary screen, APP 5'UTR luciferase, SH-SY5Y cells; SH-SY5Y APP 5'UTR-luciferase reporter, luminescence; hit rate 0.82% among 190,000; inhibition, % at 2 µM; AID 1285, 2008;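 active = inhibition above a set limit, derived from the sample mean plus 3 SD, cut at about 45% in these data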; also: values of inactives mirror those of a sister screen read the other way
# STAT3 inh = IL-6 driven STAT3 reporter inhibitors, primary screen, U3A cells, luciferase, luminescence, MLSCN library. IL-6 STAT3-luciferase reporter; host cell line lacks STAT1. inhibition, % at 5.5 µM. hit rate 0.89% among 190,000;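 active = inhibition above the mean inhibition across all screened compounds plus 3 SD, cut at about 44% in these data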;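 also: 0% = DMSO only wells and 100% = 100 µM nifuroxazide control wells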
# G6PDH CS = L. mesenteroides G6PDH inhibitors, counter-screen for G6PDH-coupled screening assays, biochemical, Leuconostoc mesenteroides enzyme; Purified L. mesenteroides G6PDH, diaphorase/resazurin coupled fluorescence, 45 min; inhibition, % at 5 µM; hit rate 0.12% among 200,000; in the data active = inhibition above about 50%
# Diaph act CS = compounds boosting diaphorase resazurin reduction – biochemical, uHTS, resorufin fluorescence, counter-screen for diaphorase-coupled primary assays, primary screen | Diaphorase/resazurin coupled assay, 16 min; hits give high values; 1 = vehicle wells, 0 = NADH-free wells | activation factor at 20 µM | hit rate 0.005% among 190,000 | AID 1229, 2008;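 active = diaphorase activity raised at least twofold by the compound at 20 µM; inactive = activation factor below 2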
#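 Test system: Clostridium kluyveri diaphorase, purified enzyme. Buffer or medium: 50 mM HEPES pH 7.4 buffer plus MgCl2 and Tween 20. Also added: 0.114 mM NADH and 0.1 mM resazurin, final amounts. Dosing: compound 20 µM once, DMSO 1%. Schedule: 16 min enzyme reaction, ambient temperature. Detection: fluorescence of resorufin, 544 nm excitation, 590 nm emission.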
# Starred values were filed as active, the others as inactive.
SMILES,STAT3 activator,TLR4 MyD88 comp,Diaphorase inh,STAT1 blocker,Hsp70 activator,STAT1 act,APP 5UTR inh,STAT3 inh,G6PDH CS,Diaph act CS
N#Cc1cnc(Nc2nc3ccccc3o2)nc1-c1ccccc1,98,10,12,-10,0.3,111,-5,7,1,0.9
Cc1nc(CSc2nnc(N)s2)cs1,103,9,5,9,-0.1,91,-18,-2,2,0.9
COc1ccc(-c2csc(NC(=O)c3cc(-c4cccs4)nc4ccccc34)n2)c(OC)c1,97,-4,5,-6,-0.4,106,8,6,-6,0.9
COc1ccc2c(c1)CC(C1(O)C(=O)Nc3ccccc31)C2=O (centres undefined),104,4,16,5,-0.4,95,-10,-2,13,0.8
COc1ccccc1N=Cc1c(C)c(C#N)c2[nH]c3ccccc3n2c1=O,96,3,22,-7,0.0,105,10,12,12,0.8
CCCn1c(-c2ccc(OC)cc2)nc2nc3ccccc3nc21,102,-5,19,-22,-0.1,120,0,-3,6,0.8
Cc1cc(C)nc(NC(N)=NC2CCCCC2)n1,111,11,3,4,-0.3,96,4,-12,1,1
Cc1ccc(C(C)n2cc(C(=O)NCc3cccnc3)nn2)cc1 (centres undefined),103,0,17,-4,-0.2,101,7,-3,1,0.8
COc1ccc(N2C(=O)CC(N3CCC(O)(c4ccc(Cl)cc4)CC3)C2=O)cc1 (centres undefined),100,4,9,1,0.1,99,-4,-3,3,0.9
O=C(COc1ccc(Cl)cc1)NCc1nnc(SCC(=O)NC2CCCC2)o1,101,-2,13,0,0.7,97,6,-2,3,0.9
CCOc1cc(/C=N/NC(=O)CNc2ccc(C)cc2)ccc1OC(=O)c1ccccc1,107,-7,11,-9,0.3,108,19,-2,4,0.9
CCCc1nnc(NC(=O)CCC(=O)NCCc2ccc(OC)c(OC)c2)s1,107,-7,5,-1,-0.4,101,73*,-5,19,1
CCC(=O)Nc1ccc(/C(C)=N\NS(=O)(=O)c2ccc(C)cc2)cc1,108,5,0,2,-0.2,98,-7,-1,-1,1
COc1ccc(OC)c(NC(=O)c2ccccc2SC)c1,84,-3,-6,-5,-0.3,105,15,24,11,1.1
O=C(Nc1nccs1)c1ccc(S(=O)(=O)c2ccccc2)cc1,83,-21,6,2,-0.2,98,6,23,-3,0.9
COC(=O)c1cc2ccsc2n1Cc1cccc(F)c1,106,-2,21,1,-0.1,99,-18,-7,6,0.8
O=c1c(-c2cnn(-c3ccccc3)c2)coc2cc(O)ccc12,94,-15,2,-38,1.0,132*,-140,11,-1,1
O=C(c1ccc(C#CC2(O)CCCCC2)cc1)N1CCN(Cc2ccccc2)CC1,106,14,6,-8,-0.1,108,7,-3,-4,0.9
Cc1cc(C)c2c(N=NN(C)C)[nH]nc2n1,90,2,6,7,0.1,93,-11,21,0,0.9
C/C(=N\NC(=O)c1c(Br)c(C)nn1C)c1cccc(NC(=O)c2ccccc2C)c1,89,-4,7,-8,-0.1,107,11,13,0,0.9
COc1ccc(CCCc2nnc(SCC(=O)NN)o2)cc1,94,9,9,4,-0.2,96,18,10,2,0.9
Cc1ccc2c(c1)nc(-n1nc(C)cc1C)c1nnnn12,99,16,11,-10,-0.2,108,-2,3,2,0.9
Cc1cccc(NC(=O)c2ccccc2C(=O)O)c1,97,-1,8,1,-0.5,99,-6,6,-10,0.9
COc1ccc(S(=O)(=O)N(CC(=O)NCc2ccco2)c2ccccc2)cc1,98,-7,-3,0,-0.1,100,0,8,10,1
COc1cc(NC(=O)c2ccccn2)cc(OC)c1OC,85,-15,6,0,0.3,98,3,21,0,0.9

# The closing 3 records of the part above open the next one.
SMILES,STAT3 activator,TLR4 MyD88 comp,Diaphorase inh,STAT1 blocker,Hsp70 activator,STAT1 act,APP 5UTR inh,STAT3 inh,G6PDH CS,Diaph act CS
Cc1cccc(NC(=O)c2ccccc2C(=O)O)c1,97,-1,8,1,-0.5,99,-6,6,-10,0.9
COc1ccc(S(=O)(=O)N(CC(=O)NCc2ccco2)c2ccccc2)cc1,98,-7,-3,0,-0.1,100,0,8,10,1
COc1cc(NC(=O)c2ccccn2)cc(OC)c1OC,85,-15,6,0,0.3,98,3,21,0,0.9
CCOc1ccc(NC(=O)C2CCN(S(=O)(=O)c3c(C)n[nH]c3C)CC2)cc1,95,-6,15,6,-0.1,95,-11,10,-4,0.8
O=C(N/N=C/c1cccc(O)c1)c1ccc(COc2ccccc2Br)cc1,94,-8,12,-11,-0.3,110,-7,10,3,0.9
CN(C)c1cccc(C(=O)Nc2cccc(F)c2)c1,100,1,1,-34,0.4,132*,-67,3,-5,1
Oc1ccc(/C=N/NC(=S)N2CCOCC2)cc1,94,-4,12,-4,-0.3,102,-7,9,5,0.9
COc1cc(=O)n(C)c2ccccc12,106,-14,22,-1,0.1,101,20,-10,17,0.8
CCOC(=O)c1cc(-c2ccc(OC(F)F)cc2)nc2nc(SC)[nH]c(=O)c12,89,-5,28,-2,-0.2,102,9,10,-10,0.7
Cc1ccc(N2C(=O)CC(Cn3nc(C)cc3C)C2=O)cc1 (centres undefined),98,-10,12,10,0.1,91,-17,10,1,0.9
COc1ccc(C(=O)NN(C)c2nc(-c3ccccc3)nnc2C(F)(F)F)cc1,98,3,-8,4,-0.2,97,11,10,11,1.1
COc1cc(/C=N/Nc2nc3ccccc3o2)cc(OC)c1O,99,3,24,-1,-0.2,101,-18,3,9,0.8
COc1cccc(CNC(=O)CCC2CCCN(Cc3ccc(OC(F)F)cc3)C2)c1 (centres undefined),92,7,0,-1,-0.3,100,-19,13,2,1
CCOC(=O)C1CCN(Cc2cnc(Oc3ccc(C(C)(C)C)cc3)s2)CC1,98,1,-3,0,-0.1,100,6,13,10,1
CC(OC(=O)C1COc2ccccc2O1)C(=O)N(C)c1ccccc1 (centres undefined),101,12,2,-1,-0.3,101,4,1,-5,1
O=C1CC(C(=O)Nc2ccc(F)c(Cl)c2)N=C(N2CCCCC2)N1 (centres undefined),105,8,11,1,-0.3,99,-14,-2,9,0.9
O=C(CCC(=O)N/N=C/c1cc(Cl)cc(Cl)c1O)NCc1ccccc1,103,9,38,0,-0.2,98,20,0,12,0.6
Cc1ccc(-c2nnc(Cc3ccc([N+](=O)[O-])cc3)o2)cc1,98,-2,3,-6,0.1,105,-147,14,6,1
Cc1ccc(NC(=O)CC2=NC(=O)C(CC(=O)Nc3ccccc3C)S2)cc1 (centres undefined),102,-10,-10,-7,0.6,106,26,2,2,1.1
CCOc1ccccc1CNS(=O)(=O)c1ccc2c(c1)oc(=O)n2C,99,-5,14,5,-0.1,95,-17,10,-10,0.9
CCC(=O)N1CCc2cc(S(=O)(=O)CCC(=O)NCc3cccs3)ccc21,100,-10,0,-1,0.0,101,-4,5,0,1
Cc1ccc(C(=O)c2sc3c(c2N)c(=O)[nH]c(=O)n3CCc2ccccc2)cc1,99,-3,13,7,-0.3,94,17,0,-21,0.9
O=[N+]([O-])c1ccc2nc(-c3ccccc3)cc(-c3ccccc3)c2c1,96,6,8,1,-0.3,99,-13,7,1,0.9
O=c1c2ccccc2nc2n1C(CSc1ccc(Br)cc1)CN2 (centres undefined),108,17,-2,9,-0.3,92,-17,-8,6,1
COc1ccccc1OC(=O)c1ccc2nsnc2c1,101,6,5,9,-0.3,91,-4,-2,-2,1
Cc1ccccc1C(=O)NC(=S)NCCN1CCOCC1,101,0,3,-3,0.1,102,3,-3,4,1
CCn1c2ccccc2c2cc(NC(=O)CSc3nnc(-c4ccc(OC)cc4)n3N)ccc21,110,2,-16,-3,0.6,103,4,-6,5,1.2
COc1ccc(C2=C(C#N)C(=O)OC2)cc1,97,-4,13,36*,-0.2,68,-2,6,4,0.9

# 2 compounds picked at random from the list so far, as already listed:
SMILES,STAT3 activator,TLR4 MyD88 comp,Diaphorase inh,STAT1 blocker,Hsp70 activator,STAT1 act,APP 5UTR inh,STAT3 inh,G6PDH CS,Diaph act CS
CCn1c2ccccc2c2cc(NC(=O)CSc3nnc(-c4ccc(OC)cc4)n3N)ccc21,110,2,-16,-3,0.6,103,4,-6,5,1.2
COc1cc(/C=N/Nc2nc3ccccc3o2)cc(OC)c1O,99,3,24,-1,-0.2,101,-18,3,9,0.8

# (further entries)
SMILES,STAT3 activator,TLR4 MyD88 comp,Diaphorase inh,STAT1 blocker,Hsp70 activator,STAT1 act,APP 5UTR inh,STAT3 inh,G6PDH CS,Diaph act CS
O=C(Nc1ccccc1)N1C2CCC1CC(O)(c1cccnc1)C2 (centres undefined),97,-1,14,2,0.2,99,-13,6,8,0.9
O=C(/C=C/c1cccc([N+](=O)[O-])c1)NCCSCc1ccco1,95,-9,12,-1,-0.3,101,-3,8,0,0.9
COC(=O)c1cc(NCc2cccs2)ccc1N1CCOCC1,102,3,17,-3,-0.1,103,-6,2,3,0.8
CCOC(=O)N1CCN(C(=O)c2cnn3ccccc23)CC1,106,-1,13,3,-0.1,98,-12,2,4,0.9
COc1cccc(-c2nc(CS(=O)(=O)CC(=O)N3CCc4ccccc43)c(C)o2)c1,106,4,11,1,-0.5,99,13,-2,8,0.9
O=C(c1cnsn1)N1CCC(CO)(Cc2cccc(F)c2)CC1,113,-7,6,-39,0.0,133*,-56,-9,8,0.9
C/C(=N\NC(=O)CSc1nc2ccccc2s1)c1ccco1,108,4,14,7,0.1,93,-2,-11,-2,0.9
CC(O)CNCCOc1cccc(Oc2ccccc2)c1 (centres undefined),100,-3,8,-4,-0.3,102,18,3,7,0.9
CCc1nnc(NC(=O)c2ccc(S(=O)(=O)NCC(C)C)cc2)s1,87,1,18,-19,-0.2,117,-14,18,-15,0.8
Cc1nc2cc(CO)ccc2n1C,98,3,17,-3,-0.1,103,-1,6,-19,0.8
CCOc1ccc(NC(=O)C(Cc2ccccc2)NC(=O)C2CCCCC2)cc1 (centres undefined),100,-10,6,-11,-0.3,110,-13,-2,17,0.9
Cc1occc1-c1nnc(SCC(=O)N2CCN(c3ccccc3)CC2)n1C,99,2,3,3,-0.3,97,-2,3,-4,1
COc1ccc([N+](=O)[O-])cc1NC(=S)NC(=O)C(C)(C)C,100,-8,4,-2,0.0,100,-5,8,-2,1
